From PubChem
aSyn 5UTR inh: MLPCN primary screen, SNCA 5' untranslated region | alpha-synuclein 5'UTR reporter, inhibitor activity | inhibition, % (tested at 7.5 µM) | 0.82% of 300,000 active; in the data active = inhibition above about 60%;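 also: H4 neuroglioblastoma cells stably carrying SNCA 5'UTR luciferase fusion; 0% = DMSO wells and 100% = positive control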
HSF1 inh: HSF1 inhibition; NIH3T3-HGL HSE-luciferase, MG132-induced, luminescence 8 h; hits give low values; activity change, negative = inhibition, % at 7.5 µM (by protocol); 0.77% of 300,000 active; AID 2098;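 active = more than half of replicate wells show activity change below -50%, luminescence cut by over half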;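 also: luciferase reports HSF-1 transcriptional activity via heat shock element; 0% = median of DMSO wells and -100% = zero luminescence signal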
GSK3beta inhib: human GSK3beta kinase inhibition; P49841; GST-GSK3beta kinase, ADP-Glo luminescence, 60 min; hits give low values; activity score (negative = inhibition), % at 10 µM; 0.038% of 300,000 active;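 active = more than half of replicate wells score below -50%, meaning over 50% inhibition versus plate controls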;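 also: 0% = median DMSO wells and -100% = median GW8510 positive control wells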
Target sequence (P49841 whole entry, looked up): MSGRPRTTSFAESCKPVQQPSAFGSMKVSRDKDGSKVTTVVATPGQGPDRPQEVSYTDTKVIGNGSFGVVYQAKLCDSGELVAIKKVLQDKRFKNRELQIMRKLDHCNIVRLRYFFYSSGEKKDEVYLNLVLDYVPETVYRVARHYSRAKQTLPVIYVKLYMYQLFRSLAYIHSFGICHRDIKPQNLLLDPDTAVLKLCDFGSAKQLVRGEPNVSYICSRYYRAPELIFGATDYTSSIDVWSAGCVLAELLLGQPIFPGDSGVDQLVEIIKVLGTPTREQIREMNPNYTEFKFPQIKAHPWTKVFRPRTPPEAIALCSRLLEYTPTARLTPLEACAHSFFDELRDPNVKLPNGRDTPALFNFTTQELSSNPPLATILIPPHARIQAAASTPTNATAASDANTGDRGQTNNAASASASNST
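Test system – GST-tagged human GSK3beta kinase, cell-free · Incubation – 60 min enzyme reaction, room temperature · Signal – ADP-Glo luminescence · Also added – peptide substrate and ATP at 25 µM · Controls – DMSO neutral wells and GW8510 at 20 µM as positive · Buffer or medium – Tris/MgCl2 kinase buffer · Measure – Luminescence-derived activity versus plate DMSO and GW8510 wells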
HSP90 refold inh: blocks HSP90-mediated luciferase refolding in reticulocyte lysate | Rabbit reticulocyte lysate, luciferase refolding luminescence, 3 h | inhibition, % at 5.6 µM | 0.91% of 290,000 active;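 active = inhibition above the screen-wide mean plus 3 SD, computed separately per campaign, cut at about 16% in these data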;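 also: 0% = DMSO wells and 100% = 60 µM geldanamycin wells; inhibitors lower the luminescence because luciferase stays unfolded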
KLF5 inh: suppresses KLF5 promoter-driven expression; DLD-1 KLF5 promoter-luciferase reporter, luminescence; inhibition, % at 5 µM; 0.23% of 290,000 active;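 active = inhibition above a per-plate limit of that plate's mean compound inhibition plus 3 SD, cut at about 60% in these data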;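 also: 0% = DMSO wells and 100% = LY294002 at 200 µM; higher means less KLF5 promoter-driven luciferase light; inactives centre near -14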
PolyA inhibitor: yeast polyadenylation inhibition; S. cerevisiae SKY197-pL101 polyadenylation reporter, beta-gal luminescence; efflux-impaired pdr1/pdr3 knockout yeast; score 100 = 6 SD above DMSO; calls only at 12 µM; 0.02% of 300,000 active; AID 1875;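 active = lowest replicate activity score at least 50, where 100 means six control SD above control mean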;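 also: yeast exposed to compound for 9 h at 30 °C; higher score means more reporter readthrough which indicates perturbed polyadenylation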
AI-2 QS mod: Vibrio harveyi AI-2 quorum sensing modulation; AID 2094; Vibrio harveyi JMH597 AI-2 luminescence/OD600 ratio, 9 h; hits give low values; strain lacks LuxN and CqsS sensors; 0 = neutral-control median; activity change, % at 7.5 µM; 0.4% of 300,000 active; in the data active = activity change below about -75%, passing the limit was not always enough;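 also: luminescence divided by OD600 gain over 9 h not by final OD600 alone; inactives centre near 13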
IEC-6 tox: IEC-6 cytotoxicity, counter-screen for KLF5 inhibitors; luminescence viability; inhibition, % at 5 µM; 0.78% of 290,000 active; AID 1825; in the data active = inhibition above about 22%;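 also: 0% = plate median of test compound wells and 100% = cytotoxic reference compound wells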
HSF1 activator: increases HSF-1 driven luciferase reporter signal | AID 504408 | 1.7% of 300,000 active | activation, % at 9 µM | NIH3T3-HGL HSF-1 luciferase reporter, MG132, 8 h; 100% = twice DMSO control signal;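 active = mean replicate activation of at least 50% with a set share of replicates each reaching 50%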;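 also: 0% = median of the neutral control wells and 100% = twice that signal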
GSK3 alpha inh: human GSK-3 alpha kinase inhibition | P49840 | ADP-Glo luminescence, 60 min | inhibition, % at 10 µM | 0.1% of 320,000 active | AID 2650;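 in the data active = inhibition above about 50%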;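 also: GST-tagged GSK-3 alpha with peptide substrate and 25 µM ATP; 0% = DMSO neutral wells and 100% = GW8510 positive control wells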
Target sequence (P49840 whole entry, looked up): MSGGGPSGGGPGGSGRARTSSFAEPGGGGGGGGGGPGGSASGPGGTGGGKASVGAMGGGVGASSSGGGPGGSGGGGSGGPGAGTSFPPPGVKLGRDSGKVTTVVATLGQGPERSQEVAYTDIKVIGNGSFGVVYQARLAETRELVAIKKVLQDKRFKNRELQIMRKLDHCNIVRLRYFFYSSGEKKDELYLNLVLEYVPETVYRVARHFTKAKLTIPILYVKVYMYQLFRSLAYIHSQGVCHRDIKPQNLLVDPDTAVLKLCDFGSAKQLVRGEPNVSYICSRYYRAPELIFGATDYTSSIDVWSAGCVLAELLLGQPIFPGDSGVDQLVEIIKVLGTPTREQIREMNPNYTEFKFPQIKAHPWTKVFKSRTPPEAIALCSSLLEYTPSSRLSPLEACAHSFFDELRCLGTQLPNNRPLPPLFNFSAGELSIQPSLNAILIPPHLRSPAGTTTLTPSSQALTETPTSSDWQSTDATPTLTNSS
Starred values were filed as active, the others as inactive. Only part of the results is shown; the hit share may differ from the screen's.

NS(=O)(=O)c1ccc(NCc2cc(Cl)ccc2OCc2ccccc2F)cc1 was read as aSyn 5UTR inh 9.6, HSF1 inh 3.9, GSK3beta inhib 2.7, HSP90 refold inh 1.2, KLF5 inh -12.8, PolyA inhibitor inactive, AI-2 QS mod 11.9, IEC-6 tox 5.3, HSF1 activator 11.5 and GSK3 alpha inh -3.9.
`CN1C(=O)C(CC(=O)Nc2ccc(Cl)cc2)N(Cc2ccco2)C1=S` (stereo unspecified) gave aSyn 5UTR inh -6.7, HSF1 inh 35.9, GSK3beta inhib -0.3, HSP90 refold inh -2.8, KLF5 inh -20.3, PolyA inhibitor inactive, AI-2 QS mod 26.0, IEC-6 tox 4.8, HSF1 activator 53.4* and GSK3 alpha inh -4.1.
`Nc1nc2n(n1)C(c1cccs1)CC(c1ccc(F)cc1)N2` (stereo unspecified) gave aSyn 5UTR inh 8.7, HSF1 inh -9.4, GSK3beta inhib -0.3, HSP90 refold inh -2.2, KLF5 inh -23.7, PolyA inhibitor inactive, AI-2 QS mod 9.3, IEC-6 tox -2.1, HSF1 activator 8.6 and GSK3 alpha inh -0.7.
`O=C(Cn1c(CO)nc2ccccc21)NCCc1ccccc1` gave aSyn 5UTR inh 14.8, HSF1 inh -12.2, GSK3beta inhib 3.4, HSP90 refold inh -0.1, KLF5 inh -33.4, PolyA inhibitor inactive, AI-2 QS mod 7.6, IEC-6 tox -5.7, HSF1 activator -4.5 and GSK3 alpha inh -1.6.
Screening Cc1ccc(S(=O)(=O)N2CCOC2CNC(=O)C(=O)NCc2ccc3c(c2)OCO3)cc1 (stereo unspecified) returned aSyn 5UTR inh 15.7, HSF1 inh -0.1, GSK3beta inhib 0.1, HSP90 refold inh 1.9, KLF5 inh -29.7, PolyA inhibitor inactive, AI-2 QS mod 3.8, IEC-6 tox 9.3, HSF1 activator 2.6 and GSK3 alpha inh -1.7.
O=S(=O)(NCCc1csc(-c2cccnc2)n1)c1cc(F)ccc1F was read as aSyn 5UTR inh -7.2, HSF1 inh -1.3, GSK3beta inhib -0.3, HSP90 refold inh 1.9, KLF5 inh -8.6, PolyA inhibitor inactive, AI-2 QS mod 8.8, IEC-6 tox -0.4, HSF1 activator 25.0 and GSK3 alpha inh -0.9.
Cc1cc2c(=O)oc(-c3ccc(Br)cc3)nc2s1 was read as aSyn 5UTR inh 1.3, HSF1 inh 4.5, GSK3beta inhib -2.4, HSP90 refold inh 3.9, KLF5 inh -31.2, PolyA inhibitor inactive, AI-2 QS mod -9.5, IEC-6 tox 1.0, HSF1 activator 3.8 and GSK3 alpha inh -0.3.
For COC(=O)c1ccccc1-c1ccc(/C=N/NC(=O)c2cc3ccccc3o2)o1 the results were aSyn 5UTR inh -19.7, HSF1 inh -12.3, GSK3beta inhib 4.2, HSP90 refold inh 2.5, KLF5 inh -12.1, PolyA inhibitor inactive, AI-2 QS mod 9.8, IEC-6 tox 12.7, HSF1 activator -8.9 and GSK3 alpha inh -11.0.
Screening COc1ccc(/C=N/n2c(SC)nnc2-c2ccccc2)cc1C returned aSyn 5UTR inh -28.9, HSF1 inh 5.4, GSK3beta inhib 1.9, HSP90 refold inh 1.6, KLF5 inh -6.2, PolyA inhibitor inactive, AI-2 QS mod 28.7, IEC-6 tox 11.0, HSF1 activator 10.9 and GSK3 alpha inh -1.7.
For CCc1cccc(CC)c1NC(=O)COC(=O)CC1c2ccccc2CCN1S(=O)(=O)c1ccccc1 (stereo unspecified) the results were aSyn 5UTR inh 21.8, HSF1 inh 5.4, GSK3beta inhib 3.5, HSP90 refold inh 1.7, KLF5 inh -9.0, PolyA inhibitor inactive, AI-2 QS mod 33.5, IEC-6 tox 0.6, HSF1 activator 5.7 and GSK3 alpha inh -2.3.
For COc1ccc(N2CCN(C(=O)COC(=O)COc3cc(C)cc(C)c3)CC2)cc1 the results were aSyn 5UTR inh 8.9, HSF1 inh -3.8, GSK3beta inhib 0.8, PolyA inhibitor inactive, AI-2 QS mod 6.8, HSF1 activator -0.3 and GSK3 alpha inh -0.2.
COc1ccc2cc(C(c3nnnn3Cc3ccc(F)cc3)N3CCCCCC3)c(=O)[nH]c2c1 (stereo unspecified) was read as aSyn 5UTR inh 13.5, HSF1 inh 1.0, GSK3beta inhib -0.7, HSP90 refold inh 3.6, KLF5 inh 9.4, PolyA inhibitor inactive, AI-2 QS mod 15.9, IEC-6 tox -1.9 and HSF1 activator -11.5.
`O=C(CNC(=O)c1ccc(OC(F)F)cc1)NC1CCCc2ccccc21` (stereo unspecified) gave aSyn 5UTR inh -19.3, HSF1 inh -4.4, GSK3beta inhib 0.5, HSP90 refold inh -0.9, KLF5 inh -12.9, PolyA inhibitor inactive, AI-2 QS mod 35.0, IEC-6 tox 2.5, HSF1 activator -1.3 and GSK3 alpha inh 1.2.
For CCNC(=O)C1CCCN(c2nc(C)cc(C)n2)C1 (stereo unspecified) the results were aSyn 5UTR inh 1.6, HSF1 inh -2.1, GSK3beta inhib 3.0, HSP90 refold inh -3.8, KLF5 inh -20.9, PolyA inhibitor inactive, AI-2 QS mod 10.6, IEC-6 tox -6.9, HSF1 activator 2.8 and GSK3 alpha inh -0.8.
Screening COc1ccc(CCNC(=O)CCC(=O)n2ncc3ccc(Cl)cc32)cc1OC returned aSyn 5UTR inh -5.2, HSF1 inh -3.2, GSK3beta inhib -1.9, HSP90 refold inh -4.3, KLF5 inh -18.6, PolyA inhibitor inactive, AI-2 QS mod 24.8, IEC-6 tox 5.3, HSF1 activator 7.4 and GSK3 alpha inh -2.2.
For Cc1cccc(-c2c(NC(=O)c3ccco3)oc3ccc(Cl)cc3c2=O)c1 the results were aSyn 5UTR inh -21.9, HSF1 inh -4.3, GSK3beta inhib 0.9, HSP90 refold inh 3.2, KLF5 inh -34.6, PolyA inhibitor inactive, AI-2 QS mod 10.4, IEC-6 tox 0.1, HSF1 activator -5.4 and GSK3 alpha inh -1.6.
Screening Cc1nc(N2CCC(C)CC2)c(C#N)c(C)c1[N+](=O)[O-] returned aSyn 5UTR inh 17.3, HSF1 inh -2.9, GSK3beta inhib 0.7, HSP90 refold inh 2.1, KLF5 inh -60.0, PolyA inhibitor inactive, AI-2 QS mod 9.0, IEC-6 tox 6.9, HSF1 activator -4.8 and GSK3 alpha inh -0.2.
For CCOC(=O)N1CCN(C(=O)c2ccc(NC(C)=O)cc2)CC1 the results were aSyn 5UTR inh -9.9, HSF1 inh 0.5, GSK3beta inhib 0.8, HSP90 refold inh -1.5, KLF5 inh -16.9, PolyA inhibitor inactive, AI-2 QS mod 24.5, IEC-6 tox -2.7, HSF1 activator 5.7 and GSK3 alpha inh -5.6.
CN(Cc1ccccc1)C(=O)COc1ccc(Br)cc1Cl was read as aSyn 5UTR inh -14.6, HSF1 inh -6.1, GSK3beta inhib -1.4, HSP90 refold inh 4.1, KLF5 inh -5.4, PolyA inhibitor inactive, AI-2 QS mod 19.8, IEC-6 tox 2.4, HSF1 activator 1.6 and GSK3 alpha inh -1.7.
`Cc1ccc(-n2nc3ccc(NC(=O)/C=C/c4ccco4)cc3n2)cc1` gave aSyn 5UTR inh -201.8, HSF1 inh 7.7, GSK3beta inhib 1.5, HSP90 refold inh -4.5, KLF5 inh -42.8, PolyA inhibitor inactive, AI-2 QS mod 18.9, IEC-6 tox -9.7, HSF1 activator 15.1 and GSK3 alpha inh 8.3.
Screening Cc1cc(=O)oc2ccc(OCC(=O)N3CCc4ccccc43)cc12 returned aSyn 5UTR inh 45.5, HSF1 inh 0.3, GSK3beta inhib -2.7, HSP90 refold inh 0.8, KLF5 inh -42.7, PolyA inhibitor inactive, AI-2 QS mod 26.3, IEC-6 tox 2.8, HSF1 activator 13.5 and GSK3 alpha inh -0.8.
Screening CC(C)N=C(NC#N)SCc1ccc(Br)cc1 returned aSyn 5UTR inh 8.4, HSF1 inh 4.5, GSK3beta inhib -7.2, HSP90 refold inh -0.3, KLF5 inh 0.2, PolyA inhibitor inactive, AI-2 QS mod 17.1, IEC-6 tox -2.0, HSF1 activator 1.5 and GSK3 alpha inh -1.3.
`CCCCc1c(C)c(C#N)c2nc3ccccc3n2c1NCCN(C)C` gave aSyn 5UTR inh -3.3, HSF1 inh 3.3, GSK3beta inhib -5.3, HSP90 refold inh 4.2, KLF5 inh -19.7, PolyA inhibitor inactive, AI-2 QS mod 8.8, IEC-6 tox 3.5 and HSF1 activator 21.7.
`CCCCN(C)CCNC(=O)C1CCCN(S(=O)(=O)c2cccc3nsnc23)C1` (stereo unspecified) gave aSyn 5UTR inh 8.9, HSF1 inh 1.7, GSK3beta inhib -1.7, HSP90 refold inh -6.6, KLF5 inh -50.1, PolyA inhibitor inactive, IEC-6 tox 0.8, HSF1 activator 10.3 and GSK3 alpha inh 2.8.
Screening Cn1c(C(C#N)C(=O)c2sc3ccccc3c2Cl)nc2ccccc21 (stereo unspecified) returned aSyn 5UTR inh -0.6, HSF1 inh -46.7, GSK3beta inhib 1.1, HSP90 refold inh 1.9, KLF5 inh -0.5, PolyA inhibitor inactive, AI-2 QS mod 17.8, IEC-6 tox 3.5, HSF1 activator -55.3 and GSK3 alpha inh -1.1.
For CC(=O)Nc1cccc(/C(C)=N/NC(=O)c2cccc(S(=O)(=O)N3CCOCC3)c2)c1 the results were aSyn 5UTR inh -1.6, HSF1 inh -6.9, GSK3beta inhib -2.6, HSP90 refold inh 0.5, KLF5 inh -0.1, PolyA inhibitor inactive, AI-2 QS mod 28.7, IEC-6 tox -0.9, HSF1 activator 4.1 and GSK3 alpha inh 1.3.
For COc1ccc(NC(=O)CCc2nc(-c3ccccc3F)no2)cc1 the results were aSyn 5UTR inh -21.0, HSF1 inh -9.4, GSK3beta inhib 0.7, HSP90 refold inh 2.0, KLF5 inh -25.3, PolyA inhibitor inactive, AI-2 QS mod 8.7, IEC-6 tox -3.2, HSF1 activator 5.1 and GSK3 alpha inh -4.0.
`CCOC(=O)c1cc2cc(OCc3ccccc3)ccc2nc1C` gave aSyn 5UTR inh -29.5, HSF1 inh -3.9, GSK3beta inhib -2.5, HSP90 refold inh 3.7, KLF5 inh -23.4, PolyA inhibitor inactive, AI-2 QS mod 4.4, IEC-6 tox 4.7, HSF1 activator 10.9 and GSK3 alpha inh 3.1.
Screening COc1ccc(Nc2nc(C)nc3c2nnn3Cc2ccccc2Cl)c(OC)c1 returned aSyn 5UTR inh 15.9, HSF1 inh -6.4, GSK3beta inhib -3.8, HSP90 refold inh 1.0, KLF5 inh -7.2, PolyA inhibitor inactive, AI-2 QS mod 15.5, IEC-6 tox 0.0, HSF1 activator -28.0 and GSK3 alpha inh 0.0.
CCOC(=O)C1CCN(C(=S)Nc2ccccc2)CC1 was read as aSyn 5UTR inh -2.0, GSK3beta inhib -1.4, HSP90 refold inh 0.5, KLF5 inh -7.2, PolyA inhibitor inactive, AI-2 QS mod 20.8, IEC-6 tox -0.2 and GSK3 alpha inh -2.2.
